DNMT1 block: blocks human DNA methyltransferase DNMT1; AID 588458; inhibition (reported as % activation of signal), % at 10 µM; P26358; DNMT1 molecular beacon, Hinp1I cleavage, fluorescence; 360,000 compounds, 0.83% hits; in the data active means inhibition above about 50%
Scp-1 inhibitor: inhibitors of human Scp-1 phosphatase; Recombinant Scp1, phosphopeptide, malachite green phosphate absorbance; 340,000 compounds, 0.88% hits; inhibition, % at 20 µM; Q9GZU7; AID 493091;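 active means inhibition above about 50% at 20 µM, limit read from the data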;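 further: plate controls were DMSO wells with enzyme for no effect and wells lacking enzyme for full effect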
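Test system: SCP-1 catalytic domain; Buffer or medium: Acidic Tris acetate buffer with magnesium and detergent; Also added: Phosphorylated 17-residue peptide substrate; Compound: single 20 µM dose, 1% DMSO; Schedule: enzyme reaction 45 min at room temperature, colour 5 min, stabilisation 30 min; Signal: Phosphate-binding colour reagent, absorbance read at 630 nm.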
SKN-1 block: blocks SKN-1 activity in C. elegans | 360,000 compounds, 0.49% hits | AID 624304 | inhibition, % at 21.8 µM | C. elegans VP596 Pgst-4::GFP/RFP ratio, acrylamide-induced, 24 h;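 active means interference check ratio from 0.5 to 1.5 plus GFP to RFP signal ratio inhibition reaching or exceeding a fixed threshold, cut at about 30% in these data, passing the limit was not always enough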; further: some compounds called inactive have numbers as strong as hits
SUMO1 PPI mod: alters human SUMO1 binding to SIM partners | 360,000 compounds, 0.33% hits | inhibition, % at 20 µM | P63165 | SUMO1 binding to a labelled peptide, TR-FRET, 1 h; in the data active means inhibition above about 37%
Target sequence (P63165 whole entry, looked up): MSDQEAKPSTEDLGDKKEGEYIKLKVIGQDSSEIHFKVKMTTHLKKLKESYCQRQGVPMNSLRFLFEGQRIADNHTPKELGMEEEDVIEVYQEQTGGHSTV
STEP block: blocks human striatal-enriched tyrosine phosphatase; inhibition, % at 20 µM; 360,000 compounds, 0.25% hits; recombinant STEP, OMFP fluorogenic substrate, fluorescence; AID 588621; P54829;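 active means inhibition at 20 µM, scaled per plate between control wells, above about 37%, limit read from the data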;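 further: 0% = DMSO with enzyme and substrate and 100% = substrate only without enzyme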
Target sequence (P54829 whole entry, looked up): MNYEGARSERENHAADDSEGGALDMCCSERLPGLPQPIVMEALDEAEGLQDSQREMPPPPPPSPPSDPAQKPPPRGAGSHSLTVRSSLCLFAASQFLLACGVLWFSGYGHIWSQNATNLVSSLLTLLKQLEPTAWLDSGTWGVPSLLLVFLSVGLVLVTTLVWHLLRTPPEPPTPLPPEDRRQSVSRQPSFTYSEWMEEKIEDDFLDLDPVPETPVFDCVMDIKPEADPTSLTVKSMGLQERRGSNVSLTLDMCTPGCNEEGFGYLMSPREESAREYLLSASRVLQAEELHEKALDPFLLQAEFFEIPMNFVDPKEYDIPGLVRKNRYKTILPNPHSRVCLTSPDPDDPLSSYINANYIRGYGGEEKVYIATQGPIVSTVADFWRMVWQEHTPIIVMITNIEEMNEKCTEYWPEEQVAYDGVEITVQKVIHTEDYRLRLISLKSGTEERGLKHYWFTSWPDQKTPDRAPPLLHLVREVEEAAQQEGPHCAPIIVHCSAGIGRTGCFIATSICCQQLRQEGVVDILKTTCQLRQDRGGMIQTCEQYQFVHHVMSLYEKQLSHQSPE
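material = STEP tyrosine phosphatase | reagent = fluorogenic phosphatase substrate OMFP at 25 µM final | doses = single compound dose of 20 µM, 1% DMSO final | schedule = 20 min reaction, room temperature, in the dark | measured by = fluorescence, 480/540 nm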
LMPTP inh: blocks human LMPTP phosphatase; P24666; recombinant LMPTP-A, OMFP fluorogenic substrate, fluorescence intensity; inhibition, % at 20 µM; 360,000 compounds, 0.22% hits;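 active means compounds that cut the enzyme signal by at least half of the control window in the single-dose screen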;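 further: plate controls were DMSO wells with enzyme plus substrate for no effect and substrate without enzyme for full effect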
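Test system – LMPTP-A phosphatase enzyme · Quantity – 0.625 nM LMPTP-A final · Reagent – OMFP substrate, 400 µM final · Dosing – one test concentration per compound, 20 µM, with 3% DMSO overall · Timing – 50 min enzyme reaction at room temperature, protected from light · Detection – fluorescence intensity · Controls – substrate-only low control, DMSO enzyme-plus-substrate high control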
Rpn11 block: Rpn11 (human) deubiquitinase inhibition; O00487; human 26S proteasome, Ub4-pepOG fluorescence polarization; 20S core pre-blocked with epoxomicin; calls only at 20 µM; 360,000 compounds, 0.59% hits; AID 588493;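 active means inhibition at 20 µM, scaled to each plate's controls, above about 33%, limit read from the data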
Target sequence (O00487 whole entry, looked up): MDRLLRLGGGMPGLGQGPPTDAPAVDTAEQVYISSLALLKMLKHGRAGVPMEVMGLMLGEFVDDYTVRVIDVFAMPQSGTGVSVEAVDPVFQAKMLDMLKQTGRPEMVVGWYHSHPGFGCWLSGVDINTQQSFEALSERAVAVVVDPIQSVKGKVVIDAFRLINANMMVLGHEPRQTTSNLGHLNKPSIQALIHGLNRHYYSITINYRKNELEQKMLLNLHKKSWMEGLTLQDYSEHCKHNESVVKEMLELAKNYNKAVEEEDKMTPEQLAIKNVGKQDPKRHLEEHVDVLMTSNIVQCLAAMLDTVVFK
MT1-MMP act inh: inhibitors of human MT1-MMP activation; P50281; HT1080 RFP-PRO-GFP cells, GFP/RFP ratio fluorescence, overnight; percent of plate control window, DMSO zero; GFP/RFP ratio change, % at 20 µM; 360,000 compounds, 0.061% hits;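 active means GFP/RFP ratio change of at least 30% with cell ATP level not reduced by more than half and red fluorescence within 50% of control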; further: strong numbers were not always called active
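Read-out: GFP/RFP fluorescence ratio; Test system: RFP-PRO-GFP reporter HT1080 cells; Compound dosing: single-point 20 µM compound, 1% DMSO; Times: overnight compound exposure at 37 °C.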
NRP1-CendR mod: NRP-1/CendR interaction modulation. 360,000 compounds, 0.85% hits. inhibition, % at 25 µM. FAM-RPARPAR peptide binding to NRP-1, fluorescence polarization. AID 602438;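 active means inhibition or corrected inhibition above about 18%, plus a signal ratio from 0.5 to 1.5, limit read from the data, passing the limit was not always enough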; further: strong numbers were not always called active
NadD inh: NadD (S. aureus) enzyme inhibition; purified NadD enzyme, colorimetric absorbance read-out; inhibition, % at 20 µM; 360,000 compounds, 0.78% hits; AID 602399; in the data active means inhibition above about 26%; further: some compounds past the cut are filed as inactive
* marks the source's active call; other numbers are inactive results; i = inactive; · = no result given.

nr	canonical_smiles	DNMT1 block	Scp-1 inhibitor	SKN-1 block	SUMO1 PPI mod	STEP block	LMPTP inh	Rpn11 block	MT1-MMP act inh	NRP1-CendR mod	NadD inh
1	Cc1cc(C)n2nc(C(=O)Nc3ccc(N4CCOCC4)cc3)nc2n1	-6	17	30	1	2	0.3	i	2	6	6
2	Cc1c(C)c2cc(Cl)c(O)c(CN3CCN(C)CC3)c2oc1=O	-2	-9	17	0	2	-2.3	i	8	7	-1
3	O=C(Nc1ccc(F)cc1)C1CCCN(S(=O)(=O)c2cccc3cccnc23)C1 (stereo not given)	2	-4	5	6	-1	1.3	i	7	-4	-1
4	CCN(CC)C(=O)[C@H]1C[C@H](CC(=O)NCC23CC4CC(CC(C4)C2)C3)C(=O)N2CCc3c([nH]c4ccc(Cl)cc34)[C@]12C	-25	-1	-4	3	-2	4.2	i	-14	2	13
5	Cc1ccccc1NC(=O)CCOc1ccccc1	-3	-7	-1	8	-2	-0.6	i	-1	16	-1
6	O=C(NCc1ccccc1Cl)c1csc([C@@H]2O[C@H](CO)[C@@H](O)[C@H]2O)n1	3	·	-7	3	-3	-1.7	i	5	-6	3
7	CC(=O)N1CCN(C(=O)CCNC(=O)c2ccc(Br)cc2)CC1	1	-11	-18	-6	-2	-10	i	-1	-4	-2
8	COc1cccc(NC(=O)CN2C(=O)NC(c3ccccc3)(c3ccccc3)C2=O)c1	-8	3	8	4	0	1.0	i	1	4	-3
9	CC1=CC(C)(C)N(C(=O)c2ccccc2)c2ccc(C)cc21	2	9	-4	0	0	2.7	i	-25	4	-9
10	Cc1nn(-c2ccc(N3CCOCC3)nn2)c(C)c1CCC(=O)Nc1ccccc1	1	-8	-2	-2	-1	-0.9	i	-3	6	-3
11	Cc1ccc(OCCn2cnc(Cl)c2Cl)cc1	3	-10	-15	6	0	-0.6	i	1	4	-5
12	CN1CCC(N(C)CC(C)(C)NS(=O)(=O)c2ccccc2)CC1	1	-5	-7	3	-3	-2.3	i	-4	-4	-8
13	CC(C)OC(=O)N(C)C[C@H]1OCc2cnnn2CCCC(=O)N([C@H](C)CO)C[C@@H]1C	2	·	-3	4	-3	-2.5	i	2	-4	-6
14	Cc1ccc(C(=O)NCCCNCCCN(C)C)cn1	53*	-10	-6	-2	-1	-13	i	0	-10	-2
15	CCOC(=O)C1CCN(S(=O)(=O)c2ccc(-n3cnnn3)c(C)c2)CC1	-1	1	0	-1	-2	-0.8	i	-1	-12	1
16	CCOc1ccc(C(=O)NNC(=O)c2cc(C)oc2C)cc1	-2	1	-2	5	-2	-0.4	i	-2	11	-3
17	CC1CN(c2nc3c(c(=O)n(Cc4ccc(Cl)cc4)c(=O)n3C)n2C)CC(C)O1 (stereo not given)	3	0	-23	4	2	-2.2	i	-1	6	3
18	COC(=O)C1=C(C)Nc2nnnn2C1c1cc(OC)ccc1OC (stereo not given)	0	-3	2	-3	1	-0.4	i	9	5	-1
19	Cc1ccc(/C(=N/Nc2ncnc3ccccc23)C(=O)O)cc1	-1	-3	-4	-3	1	1.1	i	-4	-2	2
20	O=C(c1ccccc1)N1CCN(S(=O)(=O)N2CCOCC2)CC1	4	4	-3	-2	-1	-1.3	i	0	8	0
21	COc1cc(NC(=O)c2n[nH]c(=O)c3ccccc23)cc(OC)c1	0	9	5	-11	-5	0.3	i	2	-2	-8
22	C/C(=N\NC(=O)c1ccccc1)c1ccc(N2CCCCC2)cc1	3	-4	5	4	-1	-2.6	i	5	-13	-4
23	O=C(NCCc1ccccc1F)c1[nH]c(C(F)(F)F)nc1-c1ccccc1	5	·	10	10	1	-1.0	i	-2	4	-2
24	CC(C)OP(=O)(OC(C)C)C(Nc1cccc(C(=O)O)c1)c1ccccc1 (stereo not given)	0	3	-2	0	-2	-0.7	i	-13	15	-6
25	Cc1cc(NC(=O)CCC(=O)N(CC(=O)NC2CCCC2)Cc2ccccc2Cl)no1	-3	8	-20	-3	-1	-0.5	i	-3	-10	5
26	COc1ccc(Cn2cnc3c4cc(F)ccc4n(C)c3c2=O)cc1	1	3	3	-2	-2	0.4	i	-2	2	5
27	Cn1c(CNC(=O)c2ccc3c(c2)OCO3)nnc1SCC(=O)Nc1ccccc1F	5	-9	2	2	2	-1.6	i	0	-1	0
28	Cc1cccc(C)c1NC(=O)CCCSc1nnc(N)s1	-2	-3	7	-1	-5	-2.0	i	-9	-3	-7
29	O=C(NC(=S)NCc1ccco1)c1ccccc1	-2	1	-11	1	0	0.3	i	6	0	3
30	CC(=O)N(C(C)=O)C1=C(C#N)C2(CCCCC2)Cc2ccccc21	3	-12	-15	-10	-2	0.5	i	0	-10	2
31	O=C(Nc1cccc(C(F)(F)F)c1)c1cc(S(=O)(=O)N2CCCCC2)ccc1N1CCOCC1	-8	-7	15	4	-1	4.0	i	-3	9	-8
32	O=C(Nc1ccc(N2CCOCC2)cc1)c1cnccn1	3	-7	-1	-5	0	-1.8	i	3	1	1
33	O=C(COC(=O)COc1ccc(Cl)cc1Cl)Nc1cccnc1Cl	3	5	-13	1	-6	0.4	i	0	9	-2
34	CN(C)c1nnc(-c2ccc(Cl)cc2)o1	0	-5	6	6	-3	-0.3	i	0	-8	-4
35	Cn1nc(CC(=O)N2CCN(c3ccccc3)CC2)c2ccccc2c1=O	6	-3	-14	-3	-3	0.2	i	0	4	6
36	c1ccc(Oc2ncnc3ccccc23)cc1	1	-8	5	-1	0	-2.8	i	-1	14	-1
37	Cc1sc(NC(=O)CSc2nc(N)n(CC(=O)c3ccccc3)n2)c(C#N)c1C	-6	9	4	0	2	1.4	i	5	-4	10
38	CCOC(=O)c1c(S(=O)(=O)NCC(=O)NCc2ccccc2Cl)c(C)n(C)c1C	1	7	4	1	-2	-0.6	i	-1	13	-8
39	O=C(O)CCC(=O)N1N=C(c2cccs2)CC1c1ccc(Br)cc1 (stereo not given)	-2	-10	4	-15	-1	-0.9	i	1	-4	-4
40	COc1ccc(CNC(=O)CN2CCC(NC(=O)c3ccccc3C)CC2)cc1	1	-8	-6	1	0	-0.4	i	0	-4	-2
41	O=C(NCCc1ccncc1)c1ccc2nc(Cc3cccc(Cl)c3)oc2c1	1	-7	-18	1	3	0.2	i	-1	3	-2
42	CC(C)NC(=O)c1cc(C(=O)c2cc(Cl)ccc2O)coc1=N	-2	21	-9	3	-1	0.3	i	-2	-10	0
43	Cc1ccc(Nc2c(-c3ccc(N4CCOCC4)cc3)nc3ncccn23)cc1	-3	3	-11	-18	3	0.5	i	-3	-10	10
44	CC(=O)N1CCN(S(=O)(=O)c2ccc3c(c2)CCC(=O)N3)CC1	0	1	-7	1	2	-1.6	i	-1	1	1
45	CC1CCCN(CCCNC(=O)c2ccc(CS(=O)(=O)c3c(Cl)cccc3Cl)o2)C1 (stereo not given)	0	-4	-7	-4	-2	-0.9	i	2	1	-4
46	CCCSc1cc(=O)n(-c2ccccc2)nc1C(=O)O	-1	-4	-2	0	-2	-1.8	i	1	1	-5
47	CC(C)(C)OC(=O)N[C@H](C(=O)OC(C)(C)C)c1ccc(Br)cc1	3	-11	-39	-1	1	0.7	i	1	-5	-2
48	C=CCCC(=O)Nc1nc(C)c(-c2csc(Nc3ccc(Cl)cc3)n2)s1	-15	9	4	1	-5	1.8	i	2	-4	12

Two entries from above, in transposed form.
48: C=CCCC(=O)Nc1nc(C)c(-c2csc(Nc3ccc(Cl)cc3)n2)s1
46: CCCSc1cc(=O)n(-c2ccccc2)nc1C(=O)O
entry no. | 48 | 46
DNMT1 block | -15 | -1
Scp-1 inhibitor | 9 | -4
SKN-1 block | 4 | -2
SUMO1 PPI mod | 1 | 0
STEP block | -5 | -2
LMPTP inh | 1.8 | -1.8
Rpn11 block | i | i
MT1-MMP act inh | 2 | 1
NRP1-CendR mod | -4 | 1
NadD inh | 12 | -5

Later entries:
nr	canonical_smiles	DNMT1 block	Scp-1 inhibitor	SKN-1 block	SUMO1 PPI mod	STEP block	LMPTP inh	Rpn11 block	MT1-MMP act inh	NRP1-CendR mod	NadD inh
49	Cn1c(=O)c2ncn(CC(=O)Nc3cccc(-c4nc5ccccc5s4)c3)c2n(C)c1=O	-15	-4	3	-7	4	1.5	i	3	-3	-6
50	Cc1cccc(C(=O)NCC(c2ccco2)N(C)C)c1 (stereo not given)	0	-1	4	-5	-8	-1.1	i	1	2	-2
51	COc1ccc(N=C2NC(=O)/C(=C\C=C\c3ccccc3)S2)cc1	3	-2	-2	0	1	-0.1	i	-1	-1	26*
52	COc1ccc(S(=O)(=O)N2CCN(c3ccc4nnc(-c5ccc(F)cc5)n4n3)CC2)cc1	-10	3	4	-5	2	3.9	i	2	11	-4
53	O=C(Nc1ccc([N+](=O)[O-])cc1)C1C(c2ccccc2)=C1c1ccccc1	-1	-6	5	-2	0	2.1	i	-2	12	9
54	CC(C)c1ccc(NC(=O)c2ccccc2NC(=O)C2CC=CCC2C(=O)O)cc1 (stereo not given)	0	-2	-6	1	-3	-0.9	i	-6	-4	-1
55	O=c1c([N+](=O)[O-])cc(C(F)(F)F)cn1Cc1c(Cl)cccc1Cl	5	0	18	-31	-3	-0.9	i	3	-1	11
56	COc1ccc(N2CCN(Cc3nc(-c4ccccc4)no3)CC2)cc1	-5	-9	-2	-2	-3	-0.8	i	1	-5	-8
57	COc1ccc(OC)c(-n2c(SCC(=O)NCC3CCCO3)nc3ccccc3c2=O)c1 (stereo not given)	1	-10	1	-4	-1	-0.5	i	-2	13	-8
58	Cc1cccc(NC(=O)C(C)SCc2nc3sc(C)c(C)c3c(=O)[nH]2)n1 (stereo not given)	0	1	1	7	3	0.9	i	-14	-24	2
59	COc1cccc2c1cc1c(=O)n(CC(=O)N3CCCC3)nc(C)n12	1	0	8	-3	-2	0.5	i	0	13	4
60	CCCCNC(=O)C1CCCN1C(=O)Nc1cccc(OC)c1 (stereo not given)	3	-3	11	1	4	1.3	i	-1	-13	-6
61	Clc1ccccc1CSc1nc2ccncc2[nH]1	2	-9	-5	7	14	17	i	-2	-8	0
62	CCOc1ncccc1C(=O)OCC(=O)NC(=O)NC(C)C	1	-3	6	-1	8	0.2	i	1	6	3
63	CN(C)c1ccc2c(O)cc(=O)n(C)c2c1	-11	-11	-14	-1	4	4.2	i	-6	1	-3
64	CCOC(=O)c1cnn(-c2nc3c(C)cccc3s2)c1C	1	9	11	4	-6	1.5	i	-12	-3	0
65	C/C(=N\Nc1ccc(S(N)(=O)=O)cc1[N+](=O)[O-])c1ccco1	-15	-4	11	-42	4	4.8	i	14	5	-2
66	O=C(NNC(=O)c1cnccc1C(F)(F)F)c1ccccc1	-1	0	3	0	3	-1.8	i	1	-1	-7

Screens as filed in PubChem.
